Mm-Cpn inhibitor: M. maripaludis TRiC chaperonin inhibition. purified Mm-Cpn ATPase, ADP Transcreener TR-FRET. actives 0.031% (n = 330,000). AID 504842. Potency, µM (titrated, usually from 76.9 µM), for the others: at the top dose activity, negative = inhibition, hits mostly inhibitors; also: potency is read from the fitted curve at half-maximal effect; % is scaled to controls: 0 for no effect and ±100 for the full control effect; nearly all actives have a fitted effect of over 80% in size
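Measured: ADP formation by purified Mm-CPN. Conditions: 25 nM protein, 10 uM ATP, Tris pH 7.4 with Mg2+, K+ and DTT, 37°C for 30 min. Detection: Transcreener HTRF after 30 min at room temperature.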
EPAC2 antag: antagonists of human EPAC2; actives 0.18% (n = 360,000); Potency, µM (doses to about 114 µM), inactives show at the top dose activity, negative = inhibition, hits mostly inhibitors; EPAC2 GEF exchange of Rap1B-BODIPY-GDP, fluorescence; also: potency is read from the fitted curve at half-maximal effect; % is scaled to controls: 0 for no effect and ±100 for the full control effect; nearly all actives have a fitted effect of over 45% in size; many of its hits are not listed in these tables
CCT chaperon mod: cytosolic chaperonin activity modulation; purified chaperonin ATPase assay, HTRF ADP detection, 30 min; activity change, % (test concentration not listed), hits read low; actives 0.3% (n = 360,000); AID 651819; in the data active = activity change below about -30%; also: % is scaled to controls: 0 for no effect and ±100 for the full control effect
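First, chaperonin was dispensed at 40 nM or 20 nM final depending on batch activity. Next, compounds were pinned at 76 uM and ATP added at 10 uM. After 30 min at 37 °C, ADP detection reagents ran 30 min at ambient temperature.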
PLK1 PBD block: inhibitors of human PLK1 polo-box domain binding; Potency, µM, without a hit: max response, negative = inhibition, most hits filed as inhibitors; actives 2.8% (n = 360,000); P53350; AID 720504; Plk1 PBD binding of FITC phosphopeptide, fluorescence polarization; also: potency is read from the fitted curve at half-maximal effect; series mostly up to about 57 µM; % is scaled to controls: 0 for no effect and ±100 for the full control effect; nearly all actives have a fitted effect of over 65% in size
PI5P4K alpha inh: PI5P4K alpha (human) kinase inhibition; PI5P4Kalpha enzyme, ADP-Glo luminescence, 60 min; stronger effect = lower value; max response, %; actives 1.2% (n = 330,000); active = max response of -50% or lower; inconclusive = between -30% and -50%; inactive = -30% or higher; also: value at the top dose of about 77 µM; % is scaled to controls: 0 for no effect and ±100 for the full control effect
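Enzyme plus substrate dispensed, test compounds pinned in, then ATP (5 microM final) added. After 60 min at RT, ADP-Glo reagent 1 for 45 min and reagent 2 for 30 min preceded luminescence imaging.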
EPAC1 agonist: EPAC1 (human) agonism. EPAC1 agonist qHTS, biochemical assay; response scale: 100% = response to 6.5 mM cAMP. AID 720707. O95398. Potency, µM (series often up to 154 µM), for the others: top-dose activation, usual class: activators. actives 0.073% (n = 360,000); also: potency is read from the fitted curve at half-maximal effect; nearly all actives have a fitted effect of over 60% in size
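Multi-concentration qHTS readout: loss of Rap1B-bound BODIPY-GDP fluorescence driven by 100 nM EPAC1 with excess GDP (50 uM), monitored kinetically at room temperature; agonist response expressed relative to 6.5 mM cAMP.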
EPAC1 antag: EPAC1 (human) antagonism. O95398. actives 0.14% (n = 360,000). EPAC1 GEF assay, Rap1b-BODIPY-GDP exchange fluorescence. Potency, µM (doses to about 115 µM), for inactives: at the highest dose activity change, negative = inhibition, hits mostly inhibitors;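 also: potency is read from the fitted curve at half-maximal effect; plate controls were vehicle for no effect and positive control for full effect; nearly all actives have a fitted effect of over 50% in size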
WRN helicase inh: inhibitors of human WRN helicase | Q14191 | WRN helicase unwinding, fluorescent forked duplex, kinetic | Potency, µM (top dose mostly 114 µM), for inactives: at the top dose activity change, negative = inhibition, actives largely listed as inhibitors | actives 0.46% (n = 360,000); also: potency is read from the fitted curve at half-maximal effect; % is scaled to controls: 0 for no effect and ±100 for the full control effect; nearly all actives have a fitted effect of over 55% in size
Target sequence (Q14191 whole entry, looked up): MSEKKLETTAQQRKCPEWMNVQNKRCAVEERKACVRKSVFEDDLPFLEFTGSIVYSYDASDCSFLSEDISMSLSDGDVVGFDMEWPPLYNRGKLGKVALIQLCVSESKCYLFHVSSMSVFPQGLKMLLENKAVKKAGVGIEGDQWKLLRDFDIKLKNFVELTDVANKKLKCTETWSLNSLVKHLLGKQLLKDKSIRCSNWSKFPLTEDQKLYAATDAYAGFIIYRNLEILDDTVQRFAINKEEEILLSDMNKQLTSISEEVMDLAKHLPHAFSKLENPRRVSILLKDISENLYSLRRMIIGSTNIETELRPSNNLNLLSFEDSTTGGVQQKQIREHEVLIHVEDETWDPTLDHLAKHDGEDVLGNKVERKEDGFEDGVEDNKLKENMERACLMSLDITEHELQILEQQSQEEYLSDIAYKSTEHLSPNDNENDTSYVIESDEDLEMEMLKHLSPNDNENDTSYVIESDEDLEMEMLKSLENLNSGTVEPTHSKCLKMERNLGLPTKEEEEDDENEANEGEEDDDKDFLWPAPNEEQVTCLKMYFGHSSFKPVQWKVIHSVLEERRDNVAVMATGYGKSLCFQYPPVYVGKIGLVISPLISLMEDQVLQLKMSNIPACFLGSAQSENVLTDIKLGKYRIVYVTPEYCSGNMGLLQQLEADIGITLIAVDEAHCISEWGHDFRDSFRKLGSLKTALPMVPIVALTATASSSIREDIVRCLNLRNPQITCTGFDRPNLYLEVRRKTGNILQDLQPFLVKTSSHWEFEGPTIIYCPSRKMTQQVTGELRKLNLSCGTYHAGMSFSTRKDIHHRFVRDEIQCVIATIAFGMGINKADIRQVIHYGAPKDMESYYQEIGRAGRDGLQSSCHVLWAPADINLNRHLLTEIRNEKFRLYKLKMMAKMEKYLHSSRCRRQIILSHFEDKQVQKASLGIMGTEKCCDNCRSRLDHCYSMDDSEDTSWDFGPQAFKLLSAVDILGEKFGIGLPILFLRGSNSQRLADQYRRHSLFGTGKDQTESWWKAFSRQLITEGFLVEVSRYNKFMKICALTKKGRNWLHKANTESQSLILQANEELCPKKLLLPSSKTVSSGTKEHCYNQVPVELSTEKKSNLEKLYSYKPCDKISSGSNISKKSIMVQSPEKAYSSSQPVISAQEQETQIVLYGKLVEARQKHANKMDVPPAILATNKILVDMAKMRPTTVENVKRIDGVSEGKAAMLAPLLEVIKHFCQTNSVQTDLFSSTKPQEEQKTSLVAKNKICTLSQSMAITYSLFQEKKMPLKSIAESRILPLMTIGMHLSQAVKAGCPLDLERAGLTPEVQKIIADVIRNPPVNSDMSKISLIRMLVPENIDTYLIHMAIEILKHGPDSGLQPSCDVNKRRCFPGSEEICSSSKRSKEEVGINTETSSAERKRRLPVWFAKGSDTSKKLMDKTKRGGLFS
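Kinetic fluorescence helicase assay: unwinding of a quenched forked DNA duplex (100 nM final) with 2 mM ATP final raises red fluorescence (525/598 nm). Compounds sat 15 min at room temperature with 20 nM WRN beforehand.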
* = called active by the depositor; ? = inconclusive; · = not tested or not shown; [ ] = remark or other dose. Unless noted, calls follow the shape of the dose curve; as a rule, active = well fitted curve in the direction sought with a large enough effect; inconclusive = small, poorly fitted or top-dose-only effect, or another doubt; inactive = no such curve, though single readings can be large; an effect the other way counts as inactive or inconclusive. Only part of the results is shown, so the mix of outcomes need not match the whole.

nr	molecule	Mm-Cpn inhibitor	EPAC2 antag	CCT chaperon mod	PLK1 PBD block
1	Cn1cnc(CCN)c1	·	13%	0.7	-6%
2	CCCOP(=O)(c1ccc(N(C)C)cc1)C(O)c1ccc(Cl)cc1Cl (centres undefined)	0%	?	1.0	-18%
3	O=C(Cc1ccccc1)OC(COCc1ccccc1)CN1CCOCC1 (centres undefined)	0%	1%	0.7	-8%
4	c1cncc(C2CCCCN2Cc2ccc3c(c2)OCO3)c1 (centres undefined)	1%	1%	-0.5	-9%
5	Cc1ccc(CN2C3CCCC2CC(NC(=O)Nc2cccc(F)c2)C3)cc1 (centres undefined)	0%	-1%	0.3	-6%
6	COC(=O)C1=C(c2ccc(C(C)=O)cc2)C[C@@H]2CC[C@H]1N2C(=O)NCCCOC(C)C	1%	8%	-1.5	9%
7	CCCCCn1c(=O)c(C(=O)Nc2c(C)n(C)n(-c3ccccc3)c2=O)c(O)c2ccccc21	-7%	-15%	1.3	-13%
8	NS(=O)(=O)OC(CCc1ccccc1)C(Cl)(Cl)Cl (centres undefined)	-1%	-21%	0.7	-11%

nr	PI5P4K alpha inh	EPAC1 agonist	EPAC1 antag	WRN helicase inh
1	-4	5%	-29%	-9%
2	-5	2%	-24%	14%
3	-8	5%	-9%	-9%
4	·	-6%	2%	-6%
5	2	11%	-1%	-5%
6	-5	-5%	7%	8%
7	1	10%	-1%	-10%
8	2	4%	-16%	-6%

Next records follow.
nr	molecule	Mm-Cpn inhibitor	EPAC2 antag	CCT chaperon mod	PLK1 PBD block
9	Cc1cc(OCC(=O)NC(Cc2ccc(Cl)cc2)C(=O)O)c2c3c(c(=O)oc2c1)CCCC3 (centres undefined)	-2%	-26%	-3.5	-8%
10	CCN(CC)S(=O)(=O)N1CCC(C(=O)N2CCC3(CC2)OCCO3)CC1	-4%	-3%	0.8	-14%
11	COc1ccc(CCC(=O)N2C[C@H]3C[C@@H](C2)c2cccc(=O)n2C3)cc1	-3%	8%	1.2	-4%
12	CCCCn1c(NC(=O)c2ccco2)c(C(=O)OCC)c2nc3ccccc3nc21	-1%	9%	1.5	-20%
13	COc1ccc(-c2ccc3c(c2)CN(C(=O)C(C)(C)C)Cc2cnnn2-3)cc1	·	15%	-5.7	-4%
14	O=C(c1ccc(Cl)cc1)C1CCCN(Cc2ccc3ncccc3c2)C1 (centres undefined)	3%	-14%	-0.1	?
15	CN1CCN(c2nccc3c2ncn3C)CC1	-1%	-1%	-3.0	-17%
16	COC(=O)C1=C(c2ccc(OC)c(OC)c2)C[C@@H]2CC[C@H]1N2C(=O)NCCc1ccccc1	1%	-1%	-3.1	2%

nr	PI5P4K alpha inh	EPAC1 agonist	EPAC1 antag	WRN helicase inh
9	-16	-18%	-1%	0%
10	-3	2%	-11%	8%
11	4	-11%	16%	6%
12	·	7%	?	?
13	1	0%	?	0%
14	8	9%	-1%	-2%
15	-1	1%	8%	12%
16	-5	·	10%	1%

Further records
nr	molecule	Mm-Cpn inhibitor	EPAC2 antag	CCT chaperon mod	PLK1 PBD block
17	COC(=O)C1=C(c2ccc(-c3ccccc3)c(F)c2)C[C@@H]2CC[C@H]1N2C(=O)N1CCOCC1	-1%	-20%	-2.0	-11%
18	Cc1ccc(OCC(=O)Nc2ccc(Cl)cc2C(=O)c2ccccc2)cc1	-1%	7%	-0.6	0%
19	CC1CCOC(=O)C=CC=CC(=O)OC2CC3OC4C5OC5(C)C(O)CC4(COC(=O)C1O)C2(C)C31CO1 (centres undefined)	·	8%	-1.0	4%
20	N=C1c2ccccc2CN1NC(=O)C1CC1	-3%	6%	-1.7	-5%
21	CC1CCC(C(C)C)C(OP(N)(=O)c2ccccc2)C1 (centres undefined)	1%	1%	-3.0	-9%
22	Cc1ccc(OC(F)F)c(N2C(=O)C3C4CCC(O4)C3C2=O)c1 (centres undefined)	-1%	1%	-0.8	-1%
23	CC1=NOC2(C)Nc3ncnn3C(c3ccccc3)C12 (centres undefined)	1%	-5%	-0.1	-1%
24	C=C1C/C(=C/C)C(=O)O[C@@H]2CCN3CC=C(COC(=O)[C@]1(C)O)[C@H]23	1%	-5%	-0.5	-4%

nr	PI5P4K alpha inh	EPAC1 agonist	EPAC1 antag	WRN helicase inh
17	8	-13%	-10%	-8%
18	31	-17%	-8%	-12%
19	17	0%	-8%	4%
20	-4	5%	27%	?
21	-1	-8%	-4%	-3%
22	3	0%	-8%	-1%
23	0	4%	-15%	5%
24	2	-3%	0%	4%

The list goes on:
nr	molecule	Mm-Cpn inhibitor	EPAC2 antag	CCT chaperon mod	PLK1 PBD block
25	CN(C)CCn1cnc2ccccc21	0%	4%	-2.5	3%
26	CCOC(=O)c1cccc(C2=C(CNC(=O)c3ocnc3C)[C@H]3CC[C@@H](C2)N3Cc2ccccc2)c1	·	-6%	-0.5	-10%
27	CC1([N+](=O)[O-])COP(=O)(Nc2ccc(F)cc2)OC1 (centres undefined)	·	11%	-2.5	0%
28	CC(=O)C(Sc1ncnc2c1nnn2-c1ccc(F)cc1)C(=O)N(C)C (centres undefined)	-2%	9%	-3.8	24µM*
29	O=C(O)C1=CC2c3ccccc3C1c1ccccc12	0%	11%	-1.7	-9%
30	O=[N+]([O-])/C=C/c1c(Cl)cccc1Cl	·	-1%	-1.5	2.7µM*
31	O=C1NC(=S)NC(=O)C1=Cc1ccc(OCc2ccccc2)cc1	·	1%	-1.3	2.7µM*
32	C=CC1CN2CCC1CC2[C@@H](OC(=O)c1ccc(OC)cc1)c1ccnc2ccccc12 (some centres undefined)	1%	-16%	-2.4	-10%

nr	PI5P4K alpha inh	EPAC1 agonist	EPAC1 antag	WRN helicase inh
25	2	8%	3%	-3%
26	-2	1%	-20%	-13%
27	-5	-4%	13%	10%
28	-24	-2%	7%	?
29	2	0%	3%	-27%
30	-10	-3%	-1%	32µM*
31	-82*	-3%	-14%	35µM*
32	-8	-2%	-2%	-8%

Part of the list above, with two lines to a compound.
Values run as follows: Mm-Cpn inhibitor	EPAC2 antag	CCT chaperon mod	PLK1 PBD block	PI5P4K alpha inh	EPAC1 agonist	EPAC1 antag	WRN helicase inh
#28 CC(=O)C(Sc1ncnc2c1nnn2-c1ccc(F)cc1)C(=O)N(C)C (centres undefined)
→ -2%	9%	-3.8	24µM*	-24	-2%	7%	?
#29 O=C(O)C1=CC2c3ccccc3C1c1ccccc12
→ 0%	11%	-1.7	-9%	2	0%	3%	-27%
#30 O=[N+]([O-])/C=C/c1c(Cl)cccc1Cl
→ ·	-1%	-1.5	2.7µM*	-10	-3%	-1%	32µM*

Carrying on:
nr	molecule	Mm-Cpn inhibitor	EPAC2 antag	CCT chaperon mod	PLK1 PBD block
33	CC(C)(C)C(=O)N1Cc2cc(-c3cccc(F)c3)ccc2-n2nncc2C1	·	-11%	-3.1	-14%
34	CCCNc1nc(OC)nc(N2CC3CC(C2)c2cccc(=O)n2C3)n1 (centres undefined)	-1%	-2%	-1.0	-21%
35	CC(C)CCOP(N)(=O)Oc1ccccc1Cl (centres undefined)	1%	2%	-2.1	2%
36	COc1cccc(-n2c(=S)[nH]c3ccccc3c2=O)c1	-1%	24%	2.5	-5%
37	O=C1CCCN1c1ccc(S(=O)(=O)O)cc1 (tested in a mixture with another compound)	0%	15%	-2.5	0%
38	Fc1ccc(NC2=NCCS2)cc1Cl	1%	4%	-1.4	-7%
39	OC1(c2ccc(F)cc2)CCNC1 (centres undefined)	1%	4%	-2.4	-5%
40	CCOc1ccc(-n2c(O)c(N=Nc3c(C)n(C)n(-c4ccccc4)c3=O)c(=O)[nH]c2=O)cc1	-1%	0%	-1.0	-3%

nr	PI5P4K alpha inh	EPAC1 agonist	EPAC1 antag	WRN helicase inh
33	-4	-3%	-25%	-7%
34	-1	-12%	-10%	-1%
35	4	-5%	5%	-8%
36	4	-10%	1%	-4%
37	-9	-2%	1%	-1%
38	4	3%	8%	9%
39	-2	-1%	2%	6%
40	0	3%	7%	-7%

(continued)
nr	molecule	Mm-Cpn inhibitor	EPAC2 antag	CCT chaperon mod	PLK1 PBD block
41	CCCN1CCCC(C(=O)c2cc(C)c(OC)c(C)c2)C1 (centres undefined)	-1%	-2%	1.1	1%
42	C[C@H]1CCC[C@H](O)CCCCCc2cc(O)cc(O)c2C(=O)O1	2%	-17%	-2.2	-19%
43	CN1C(=O)C(Cc2cccc3ccccc23)C(=O)N(C)C1=O	0%	10%	-1.3	21µM*
44	CC(C)C(C)(NC(=O)c1cccn(Cc2ccc3c(c2)OC(F)(F)O3)c1=O)C(N)=O (centres undefined)	0%	-7%	1.2	-12%
45	O=c1[nH]c(=O)n(Cc2ccccc2)c(O)c1/C=N/Nc1c(F)c(F)c(F)c(F)c1F	0%	-3%	-0.3	7%
46	COC(=O)C1=C(c2ccccc2OCc2ccccc2)C[C@@H]2CC[C@H]1N2C(=O)NC1CCN(Cc2ccccc2)CC1	-1%	-1%	-2.0	-20%
47	CS(=O)(=O)c1ccc(C2=C(CNC(=O)c3ccc([N+](=O)[O-])cc3)[C@H]3CC[C@@H](C2)N3Cc2ccccc2)cc1	·	-11%	1.0	-10%
48	S=P(NCCSCc1ccccc1)(N1CC1)N1CC1	·	3%	-0.9	3%

nr	PI5P4K alpha inh	EPAC1 agonist	EPAC1 antag	WRN helicase inh
41	3	-6%	-10%	-2%
42	-1	1%	0%	11%
43	-8	-3%	7%	-13%
44	5	-4%	-1%	-1%
45	4	5%	-10%	6%
46	1	-4%	4%	0%
47	-2	2%	-8%	-3%
48	4	5%	2%	0%

Later entries
nr	molecule	Mm-Cpn inhibitor	EPAC2 antag	CCT chaperon mod	PLK1 PBD block
49	COC(=O)C1=C(c2cccc(OCc3ccccc3)c2)C[C@@H]2CC[C@H]1N2C(=O)NCc1ccccc1OC	0%	-4%	-1.5	-13%
50	COc1ccc(CN2CCN(C(=O)COc3cccc(C)c3)CC2)c(OC)c1	0%	-1%	-1.0	-10%
51	O=c1[nH]c(=O)n(Cc2ccco2)c(O)c1C=NCCCn1ccnc1	-1%	-3%	-1.2	-1%
52	C[C@@H]1CN([C@@H](C)CO)C(=O)CCCn2nncc2CO[C@H]1CN(C)C(=O)Oc1ccc2ccccc2c1	·	12%	-0.6	-3%
53	c1ccc(P(c2ccccn2)c2ccccn2)cc1	-3%	-5%	0.3	4%
54	CCn1c(O)c(C=Nc2ccc(N3CCOCC3)cc2)c(=O)n(CC)c1=S	-6%	112%[activator]	0.9	21µM*

nr	PI5P4K alpha inh	EPAC1 agonist	EPAC1 antag	WRN helicase inh
49	5	1%	-8%	2%
50	4	-3%	-2%	?
51	-9	8%	3%	-6%
52	0	-1%	8%	6%
53	-6	-8%	2%	2%
54	-3	7%	1%	13%

High-throughput results: PubChem, National Center for Advancing Translational Sciences (NCATS)
